Source: PubChem
TNAP activation fold: human TNAP enzyme activators, primary screen, biochemical, luminescent, no phosphate acceptor, uHTS (AID 1001); purified TNAP, luminescent activation assay, no phosphate acceptor; higher activation fold means a stronger effect; activation fold at 20 µM, or EC50 in µM where a hit was titrated; hit rate 0.03% among 200,000; in the data active = activation fold from about 3, or a potency from the dose series; inactive = the rest, 99 in 100 with activation fold below about 1.6; note: many of its hits are not listed in these tables
Siah-1 displacement: Siah-1 peptide-binding antagonists, primary screen, biochemical, fluorescence polarization, rhodamine-plectin, uHTS (AID 1817). Siah-1 / rhodamine-plectin peptide fluorescence polarization; higher % means a stronger effect. displacement, % at 20 µM, or IC50 in µM where a hit was titrated. hit rate 0.02% among 290,000;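 active = displacement of at least 50% at 20 µM, with a fluorescence ratio check between 0.3 and a set limit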;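 note: plate controls were Siah plus tracer with DMSO for no effect and tracer alone without Siah for full effect; strong numbers were not always called active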
WT yeast gro inh: growth inhibition of WT yeast, mitochondrial fusion screen | AID 1362 | inhibition, % at 10 µM | mitochondrial fusion phenotypic screen, WT strain | hit rate 2.1% among 190,000; in the data active = inhibition above about 58%; tested in S. cerevisiae
XIAP displacement: XIAP antagonists, biochemical, IAP family, fluorescence polarization (AID 1018). XIAP BIR domain, fluorescence polarization peptide displacement; higher % means a stronger effect. displacement, % at 20 µM; hits with a dose series show IC50 in µM. hit rate 0.007% among 200,000; in the data active = displacement above about 50%; note: a part of the inactive calls stands beside numbers as strong as those of hits
Myeloid diff 2: myeloid differentiation induction | ER-HoxA9 myeloid progenitors, lysozyme-GFP differentiation, flow cytometry | calls only at 10 µM | hit rate 1% among 360,000 | AID 624256;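 active = normalized GFP-positive differentiation at or above the plate's own cutoff, the solvent-only control mean plus 3 SD; inconclusive = no clear call, values can overlap the other calls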;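 note: cells exposed to compound for four days before flow analysis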
RSV antiviral HEp-2: RSV antiviral activity via CPE protection, HEp-2 cells, primary 10 µM value included (AID 2391); one-dose CPE inhibition, % at 10 µM; IC50 in µM for titrated hits; HEp-2 cells, RSV-induced CPE inhibition; higher % means a stronger effect; hit rate 0.13% among 310,000; in the data active = a potency from the dose series; inconclusive = CPE inhibition mostly from about 23% at the one dose, without a potency; inactive = the rest, 99 in 100 with CPE inhibition below about 21%; note: strong numbers were not always called active
Salmonella PhoP GFP: inhibitors of PhoP regulon expression, primary screen, Salmonella Typhimurium, GFP reporter (AID 1863); hit rate 0.16% among 300,000; S. Typhimurium PhoP-regulated promoter GFP reporter, 4 h; higher % means a stronger effect; inhibition, % at 50 µM, or IC50 in µM where a hit was titrated;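 active = inhibition over 29.93%, a cutoff 3 SD above the screen mean, later confirmed by dose response; inconclusive = inhibition over 29.93% but no dose response follow-up; inactive = inhibition at most 29.93% or unconfirmed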;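 note: 0% = low Mg2+ inducing control and 100% = high Mg2+ repressing control; strong numbers were not always called active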
PMI inhibitors: MPI enzyme activity inhibition – biochemical, fluorescence intensity, coupled assay, primary screen (AID 1209) | one-dose inhibition, % at 20 µM; IC50 in µM for titrated hits | purified PMI enzyme, coupled fluorescence intensity; higher % means a stronger effect | hit rate 0.42% among 190,000;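 note: plate controls were DMSO vehicle for no effect and wells lacking substrate for full effect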
PMI inhibition: human PMI inhibitors, high substrate, primary screen, biochemical, fluorescence intensity, high mannose 6-phosphate (AID 1220) | recombinant PMI enzyme, coupled fluorescence intensity; higher % means a stronger effect | inhibition, % at 20 µM, or IC50 in µM where a hit was titrated | hit rate 0.66% among 190,000
WT yeast gro inh mutant strain: also measured in WT yeast gro inh; calls as there; inhibition, %; mitochondrial fusion phenotypic screen, mutant strain inhibition
Myeloid diff 2 GFP+ MAC1+ %: also measured in Myeloid diff 2; calls as there; GFP+ MAC1+ double positive, %; measured here: differentiation confirmed by MAC1 staining
* hit, by the source's call; i = inactive; ? = inconclusive; . = no result given. Cut-off read from the data, not from the text of the source, unless noted: active = inhibition above about 50%; inactive = the rest.

Screens in order – TNAP activation fold | Siah-1 displacement | WT yeast gro inh | WT yeast gro inh mutant strain | XIAP displacement | Myeloid diff 2 | Myeloid diff 2 GFP+ MAC1+ % | RSV antiviral HEp-2 | Salmonella PhoP GFP | PMI inhibitors | PMI inhibition
- O=C1NCCc2c1[nH]c1c(Cl)ccc(Cl)c21
→ 1 | -2.4% | 89.4* | 4.5* | -3.5% | i | 0.6 | 8.4% | 0.1% | 3.1% | 11.4%
- O=C(C1CCCO1)N1CCN(C(=S)Nc2ccccc2Cl)CC1 (stereo unspecified)
→ 1.1 | 4.9% | -21.1 | -3.3 | -3.8% | i | 0.2 | -0.4% | -3.8% | 21.2% | 4.0%
- CC(C)C(=O)Nc1cc(-c2nc3ncccc3o2)ccc1Cl
→ . | -1.0% | . | . | . | i | 0.6 | 2.4% | -6.9% | . | .
- Cc1ccc(NC(=O)Nc2nnc(-c3ccccc3F)s2)cc1
→ . | 0.8% | . | . | . | i | 0.4 | 0.6% | -9.4% | . | .
- Cc1ccccc1Cn1nnc(-c2ccc(F)cc2)n1
→ . | 9.8% | . | . | . | i | 0.5 | 0.9% | 4.0% | . | .
- C=CCc1ccc(O)c(-c2ccc(O)c(CC=C)c2)c1
→ 1 | 2.0% | 63.3* | 25.5* | -1.3% | i | 0.9 | 11.3% | 0.6% | 30.8% | 23.8%
- c1ccc(-c2nn3c(Cn4nnc5ccccc54)nnc3s2)cc1
→ 1.1 | -2.6% | 7.3 | 17.1 | -4.2% | i | 1.0 | >25µM* | 8.3% | 40.7% | -1.1%
- O=C(NCCc1ccccc1)C(=O)NCC1OCCN1S(=O)(=O)c1ccc(Cl)cc1 (stereo unspecified)
→ . | -3.2% | . | . | . | i | 0.7 | 10.8% | -6.7% | . | .
- O=C(CSc1ccc2nnc(-c3cccnc3)n2n1)Nc1ccc(F)cc1F
→ . | -3.0% | . | . | . | ? | . | 0.8% | 9.8% | . | .
- O=C(NCc1ccco1)C1CCCN1C(=O)NCc1ccccc1 (stereo unspecified)
→ 1.1 | -4.8% | -2.7 | 2.2 | -3.2% | i | 0.4 | 0.8% | 9.6% | -0.2% | -7.9%
- Cc1ccccc1OCC(=O)Nn1c(COc2ccccc2)nc2ccccc2c1=O
→ 1 | 3.9% | 18.4 | 24.3 | -5.1% | i | 2.2 | 1.1% | -9.7% | 15.9% | 8.5%
- CN(C(=O)Nc1cccc(C(F)(F)F)c1)C1CCCCC1
→ . | -4.0% | . | . | . | i | 0.6 | 2.5% | -5.9% | . | .
- Cc1cccc(-c2c3c(=O)n(C)c(=O)n(C)c3cn2C(C)C)c1
→ 1.1 | -0.3% | -3.6 | 1.1 | -3.7% | i | 5.7 | -0.3% | -9.6% | -1.9% | -0.3%
- c1ccc(Cn2nnnc2C(c2ccccc2)N2CCN(c3nc4ccccc4s3)CC2)cc1 (stereo unspecified)
→ 1.1 | -4.0% | 23.4 | -13.7 | -2.4% | i | 0.8 | 5.0% | 6.7% | 11.0% | 13.9%
- COCCn1c(SCC(=O)N2CCC(C)CC2)nc2ccccc2c1=O
→ 1.1 | 0.3% | -3.0 | -15.4 | -2.6% | i | 7.5 | 1.5% | 5.5% | -10.9% | -8.1%
- COc1ccc(N2C(=O)C(Cl)=C(N3CCOCC3)C2=O)cc1
→ . | 0.3% | . | . | . | i | 0.5 | -1.2% | 3.1% | . | .
- C#CCN(CC=C)C(=O)c1ccc(OC2CCN(S(=O)(=O)N(C)C)CC2)cc1
→ . | -2.4% | . | . | . | i | 0.2 | 22.1% | 3.0% | . | .
- S=C(c1ccc2c(c1)OCO2)N1CCCCC1
→ 1.1 | 0.5% | 0.0 | 14.7 | -0.2% | . | . | 0.4% | -8.6% | 2.2% | 0.8%
- O=C(Nc1ccc(F)cc1)Nc1cccnc1
→ . | 7.5% | . | . | . | i | 1.3 | 0.5% | 6.1% | . | .
- COc1ccccc1NS(=O)(=O)c1ccc(C(N)=O)cc1
→ 1.1 | 14.0% | -10.3 | -6.6 | -5.4% | i | 0.4 | -1.2% | -0.6% | 2.9% | -2.6%

Full records from above. Values in the order: TNAP activation fold, Siah-1 displacement, WT yeast gro inh, WT yeast gro inh mutant strain, XIAP displacement, Myeloid diff 2, Myeloid diff 2 GFP+ MAC1+ %, RSV antiviral HEp-2, Salmonella PhoP GFP, PMI inhibitors, PMI inhibition
Listed for COc1ccc(N2C(=O)C(Cl)=C(N3CCOCC3)C2=O)cc1 : ., 0.3%, ., ., ., i, 0.5, -1.2%, 3.1%, ., .
Listed for O=C(NCCc1ccccc1)C(=O)NCC1OCCN1S(=O)(=O)c1ccc(Cl)cc1 (stereo unspecified) : ., -3.2%, ., ., ., i, 0.7, 10.8%, -6.7%, ., .
Listed for O=C(NCc1ccco1)C1CCCN1C(=O)NCc1ccccc1 (stereo unspecified) : 1.1, -4.8%, -2.7, 2.2, -3.2%, i, 0.4, 0.8%, 9.6%, -0.2%, -7.9%

The list goes on:
Screens in order – TNAP activation fold | Siah-1 displacement | WT yeast gro inh | WT yeast gro inh mutant strain | XIAP displacement | Myeloid diff 2 | Myeloid diff 2 GFP+ MAC1+ % | RSV antiviral HEp-2 | Salmonella PhoP GFP | PMI inhibitors | PMI inhibition
- COc1ccc(-n2c(Cc3ccccc3)nnc2SCC(=O)N2CCCc3ccccc32)cc1
→ 1.1 | 20.6% | 5.3 | -3.6 | -8.2% | i | 0.9 | 6.4% | -3.4% | 8.6% | 12.2%
- O=C(Nc1c2c(nc3ccccc13)CCCC2)c1ccccc1Br
→ 1 | -5.4% | -7.5 | 26.5 | -3.7% | i | 0.3 | 0.7% | 10.8% | -4.0% | -6.4%
- CCOC(=O)c1noc(C)c1C(=O)Nc1nccs1
→ 1.1 | 7.0% | -4.6 | -1.4 | -5.7% | i | 0.0 | 0.3% | 3.5% | -7.9% | 2.1%
- CN(C)Cc1ccccc1C1(O)c2ccccc2CSc2ccccc21 (stereo unspecified)
→ 1.1 | -3.4% | 29.3 | -3.0 | -2.2% | i | 0.5 | 3.5% | 26.9% | 6.5% | 4.8%
- O=C(COc1ccccc1Cl)Nc1ccccc1C(=O)Nc1cccc(C(=O)O)c1
→ . | -0.2% | . | . | . | i | 13.0 | 1.6% | 2.6% | . | .
- CC(C)(C)OC(=O)NCCC(=O)N/N=C/c1ccc2ncccc2c1
→ . | -3.8% | . | . | . | i | 0.4 | 3.1% | 4.3% | . | .
- COc1ccc(N2Cc3ccccc3C2=NC(=O)c2ccc(C)cc2)cc1OC
→ 1 | 1.1% | 0.4 | 3.9 | 4.3% | i | 0.9 | -0.7% | 7.2% | 6.6% | 43.8%
- Cc1ccc(NC(=O)CSc2ncc(-c3ccccc3)n2C(=O)c2ccccc2)cc1
→ 1.1 | -1.8% | 48.8 | 2.7 | -2.4% | i | 1.0 | 0.6% | -4.5% | 16.9% | 4.4%

Exported as comma-separated lines: part of the list above.
compound,TNAP activation fold,Siah-1 displacement,WT yeast gro inh,WT yeast gro inh mutant strain,XIAP displacement,Myeloid diff 2,Myeloid diff 2 GFP+ MAC1+ %,RSV antiviral HEp-2,Salmonella PhoP GFP,PMI inhibitors,PMI inhibition
O=C(Nc1c2c(nc3ccccc13)CCCC2)c1ccccc1Br,1,-5.4%,-7.5,26.5,-3.7%,i,0.3,0.7%,10.8%,-4.0%,-6.4%
CCOC(=O)c1noc(C)c1C(=O)Nc1nccs1,1.1,7.0%,-4.6,-1.4,-5.7%,i,0.0,0.3%,3.5%,-7.9%,2.1%
CN(C)Cc1ccccc1C1(O)c2ccccc2CSc2ccccc21 (stereo unspecified),1.1,-3.4%,29.3,-3.0,-2.2%,i,0.5,3.5%,26.9%,6.5%,4.8%
O=C(COc1ccccc1Cl)Nc1ccccc1C(=O)Nc1cccc(C(=O)O)c1,.,-0.2%,.,.,.,i,13.0,1.6%,2.6%,.,.
